GDH-TPI counter: GDH-TPI coupled enzyme inhibition counter-screen. GDH-TPI coupled enzyme counterscreen, NADH absorbance. inhibition, % at 4.8 µM. hit rate 1.2% among 360,000. AID 588335;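 also: 0% = DMSO wells and 100% = wells lacking the enzyme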
BoNT A protease: BoNT A light chain protease inhibition; multiplex microsphere protease substrate cleavage, flow cytometry; inhibition, % at 10 µM; hit rate 0.17% among 360,000; AID 588499; in the data active = inhibition above about 30%; inconclusive = no clear call, values can overlap the other calls; also: plate controls were buffer without enzyme for full effect and enzyme alone for no effect
Mtb BioA inh: BioA (M. tuberculosis) enzyme inhibition; hit rate 0.096% among 360,000; inhibition, % at 9.99 µM; purified M. tuberculosis BioA enzyme, plate reader; in the data active = inhibition above about 40%; inconclusive = no clear call, values can overlap the other calls
BoNT F protease: blocks Botulinum neurotoxin F light chain protease | hit rate 0.22% among 360,000 | Multiplex microsphere protease cleavage assay, flow cytometry | inhibition, % at 10 µM; in the data active = inhibition above about 35%, passing the limit was not always enough; inconclusive = no clear call, values can overlap the other calls; also: plate controls were buffer without enzyme for full effect and enzyme alone for no effect
Mtb UGM inh: blocks M. tuberculosis UGM enzyme | purified UGM, fluorescence polarization probe displacement | inhibition, % at 10 µM | hit rate 0.06% among 320,000 | AID 504406; in the data active = inhibition above about 10%, passing the limit was not always enough; inconclusive = no clear call, values can overlap the other calls
Target sequence (P9WIQ1 whole entry, looked up): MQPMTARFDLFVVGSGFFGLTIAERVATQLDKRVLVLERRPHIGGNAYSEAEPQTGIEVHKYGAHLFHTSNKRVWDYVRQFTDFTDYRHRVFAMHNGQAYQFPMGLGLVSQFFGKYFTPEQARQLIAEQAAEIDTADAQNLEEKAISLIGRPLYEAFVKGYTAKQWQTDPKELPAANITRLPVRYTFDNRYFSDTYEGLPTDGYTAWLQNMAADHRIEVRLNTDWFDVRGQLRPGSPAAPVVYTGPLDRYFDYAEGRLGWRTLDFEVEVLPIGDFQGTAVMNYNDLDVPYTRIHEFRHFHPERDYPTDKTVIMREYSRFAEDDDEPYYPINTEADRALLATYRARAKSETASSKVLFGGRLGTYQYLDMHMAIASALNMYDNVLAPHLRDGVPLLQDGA
CCHFV vOTU inh: blocks the CCHF virus ovarian tumor domain protease | AID 651958 | hit rate 0.55% among 370,000 | inhibition, % at 11.5 µM | CCHFV vOTU protease, Pep-AMC fluorescence; also: 0% = vehicle wells with enzyme and 100% = no enzyme wells
Mtb FBA inh: inhibitors of M. tuberculosis fructose-bisphosphate aldolase | AID 588726 | purified M. tuberculosis FBA, fluorescence read-out | hit rate 2.3% among 360,000 | inhibition, % at 1 µM | P9WQA3; in the data active = inhibition above about 27%;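 also: 0% = vehicle and 100% = reference inhibitor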
Target sequence (P9WQA3 whole entry, looked up): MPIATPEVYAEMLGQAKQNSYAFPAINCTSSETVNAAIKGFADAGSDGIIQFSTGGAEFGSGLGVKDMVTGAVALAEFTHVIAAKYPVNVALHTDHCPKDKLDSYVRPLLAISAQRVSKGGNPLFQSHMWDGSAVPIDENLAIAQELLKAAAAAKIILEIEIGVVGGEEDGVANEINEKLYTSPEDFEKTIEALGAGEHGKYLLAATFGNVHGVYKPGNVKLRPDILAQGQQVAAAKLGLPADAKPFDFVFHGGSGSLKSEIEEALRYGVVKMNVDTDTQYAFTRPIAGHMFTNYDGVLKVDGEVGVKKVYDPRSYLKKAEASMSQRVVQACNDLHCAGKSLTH
PrPC TRFRET: inhibitors of human cell surface prion protein PrPC; P04156; TR-FRET read-out; inhibition, % at 13.8 µM; hit rate 0.43% among 370,000; AID 720596; in the data active = inhibition above about 24%; also: 0% = median of the test wells and 100% = reference compound wells
FadD28 FP inh: blocks FadD28 binding to the bisubstrate probe. fluorescence polarization. inhibition, % at 12.5 µM. hit rate 0.22% among 360,000. AID 588549; in the data active = inhibition above about 8.5%, passing the limit was not always enough; inconclusive = no clear call, values can overlap the other calls
* marks the source's active call; other numbers are inactive results; ? = inconclusive; / = not tested or not shown. Rule as the data show it, unless noted: active = inhibition above about 30%; inactive = the rest. Hits appear at their usual frequency; overall some 4.8% were active at least once.

SMILES	GDH-TPI counter	BoNT A protease	Mtb BioA inh	BoNT F protease	Mtb UGM inh	CCHFV vOTU inh	Mtb FBA inh	PrPC TRFRET	FadD28 FP inh
Cc1cc(C)cc(-n2nnnc2SCC(=O)Nc2cccc(NC(=O)c3ccco3)c2)c1	1	-0.3	-1.8	12	0.8	14	-2	-1	-4.4
CC1CCCN(C(=O)c2ccc(NS(=O)(=O)c3ccc4[nH]c(=O)[nH]c4c3)cc2)C1 (stereo not drawn)	-7	/	-1.4	/	-4.2	-3	1	-3	-4.5
CCn1c(=O)c(=O)n(CC)c2cc(S(=O)(=O)Nc3cccc(OC)c3)ccc21	16	-0.7	/	-4	-2.0	-9	4	-7	-3.0
Cc1ccc(C)c(S(=O)(=O)NCCCN2CCOCC2)c1	0	-0.5	/	-6	-2.0	4	-7	7	-4.3
CC(C)NC(=O)N(C)C[C@H]1Oc2c(NS(=O)(=O)c3cccs3)cccc2C(=O)N([C@H](C)CO)C[C@@H]1C	15	-0.9	1.0	-8	-2.2	4	2	1	-1.4
COc1cccc(C2CC(C(F)(F)F)n3nc(C(=O)NCc4cccnc4)cc3N2)c1 (stereo not drawn)	8	-0.3	/	1	-0.6	17	1	4	0.1
CN(c1ccc(C(=O)NCc2ccco2)cc1)S(C)(=O)=O	-10	-0.1	2.5	3	-0.3	4	0	-3	-2.4
COc1ccc(CNC(=O)c2cccnc2Sc2ccc(C)c(C)c2)cc1	11	-0.2	-2.0	3	-5.0	-2	-1	2	-1.0
CC(=O)N1CCC(=NNC(=O)c2cc3ccccc3cc2O)CC1	18	0.4	-1.3	6	-0.6	17	-1	-3	-1.2
CC(C)(C)SCCNC(=O)CN(c1ccc(F)cc1)S(=O)(=O)c1ccccc1	4	-0.2	2.2	2	0.8	14	5	13	-3.8
O=C(CN1CCc2ccccc21)Nc1ccc2c(c1)OCCCO2	5	-0.6	-0.8	-10	-0.7	-3	5	0	-0.2
Cc1ccc(S(=O)(=O)n2c(=O)oc3ccccc32)cc1	1	-0.9	-2.6	-6	3.5	1	-2	4	-0.8
CCOCCNC(=O)c1ccccc1C(=O)NCCOCC	-3	-3.8	-3.2	-5	-4.5	-2	-3	11	-2.4
CCNC(=O)CC1C(=O)N(c2ccc(F)cc2)C(=O)N1Cc1ccc(OC)cc1 (stereo not drawn)	10	0.7	-0.8	0	-1.4	-14	0	-4	-0.8
COc1cccc(/C(O)=C/C(=O)C(=O)Nc2ccc(S(=O)(=O)NC(C)=O)cc2)c1	18	0.9	-1.6	13	1.7	-3	2	-3	3.0
Cc1cccc(C(=O)N[C@H](C(=O)Nc2nnc(C3CC3)s2)C(C)C)c1	3	0.1	/	4	-0.1	-12	1	-2	-4.4
CCCNC(=O)N1CCC(C(=O)c2ccc(F)cc2)CC1	3	-0.5	-1.2	-4	-0.3	-20	1	-4	1.3
Cc1ccccc1S(=O)(=O)Cc1ccc(C(=O)N2CCN(c3ncccn3)CC2)o1	-2	-0.6	0.7	-2	0.5	-2	1	-4	0.2
Cc1cc(C)c2nc(N3CCC(C(=O)NCCCN4CCCC4=O)CC3)sc2c1	-6	0.0	-1.4	2	3.3	2	-1	5	0.1
COc1ccc(N2C(=O)/C(=C\c3ccco3)N=C2SCC(N)=O)cc1Cl	9	0.6	4.2	-9	6.7	11	-1	-12	-4.0
O=C(CCNC(=O)c1ccc(Cl)cc1)Nc1ccc(S(=O)(=O)N2CCCCC2)cc1	0	/	-1.8	/	-0.3	13	-3	3	-2.3
CCN1C(=O)N(CC)c2cccc3cccc1c23	15	-1.2	-2.0	-16	0.8	-8	2	-3	-0.9
N#Cc1c(N)n(Cc2ccccc2)c(=O)c2cc([N+](=O)[O-])ccc12	0	14	-1.1	3	1.3	-2	1	-20	-1.1
CCc1ccc(NC(=O)CSc2nc(=O)n(CCCN(C)C)c3c2CCC3)cc1	-1	3.1	-3.8	7	-2.5	-3	-1	7	-2.8
O=C1C2C3C=CC(C2C(=O)N1CCO)C1C(=O)N(CCO)C(=O)C31 (stereo not drawn)	-7	-1.5	-1.2	-22	-0.4	-9	0	-7	-3.1
Cc1cccc(/C=C/C(=O)c2ccc(NC3=NCCCS3)cc2)c1	10	0.1	/	-11	-0.2	1	1	0	-2.1
O=C(COC(=O)c1cc[n+]([O-])cc1)Nc1ccc(Br)cc1	-2	0.7	0.6	-9	-0.6	-6	0	5	-0.5
CC(=O)C1=C(O)C(=O)N(c2nccs2)C1c1ccccc1F (stereo not drawn)	16	1.4	/	11	2.1	1	5	-5	-0.7
CC(=O)CSc1cc(-c2ccccc2)nc2ncnn12	2	?	/	?	-0.7	1	-5	-1	-5.3
CN(C)C(=O)c1cc(C(=O)c2ccccc2F)c[nH]1	-3	-2.4	-1.6	-13	-0.5	9	1	5	-0.7
COc1ccc(-n2c(/C=C/c3ccc4c(c3)OCO4)nc3ccccc3c2=O)cc1	19	0.1	/	-3	-2.5	6	-1	-12	-1.1
CC(Nc1cccc2ccccc12)C(=O)N/N=C/c1ccccn1 (stereo not drawn)	18	-0.2	-1.7	-20	-0.7	114*	1	-15	-1.1
CNc1ncc(C(=O)c2ccc(-c3ccccc3)cc2)s1	21	-0.3	-1.4	-8	0.0	3	-1	-3	-0.1
CCC(=O)Nc1ccc2c(c1)C(=O)N(C)C2=O	16	0.2	-0.4	-6	-2.7	-38	27*	-4	0.4
Cc1ccc(N2CC(C(=O)NCCN3CCOCC3)CC2=O)cc1C (stereo not drawn)	1	4.1	0.9	15	5.6	-14	-2	0	-3.0
COC(=O)C1=C(C)N(CC2CC2)C(=NCc2cccc(C(F)(F)F)c2)N[C@H]1c1ccccc1	3	1.6	-1.1	-16	-0.7	/	1	/	-10
CCc1cc(CC)c(/C=N/NC(N)=O)c(CC)c1	7	-1.4	/	-1	-1.0	5	3	10	-1.2
COc1ccc(NC(=O)CN(C)CC(=O)Nc2cccc(F)c2)cc1Cl	5	-0.1	/	4	-1.0	1	2	4	-3.3
CC(=O)c1ccc(OCCOc2ccc(C#N)cc2)cc1	5	-1.1	-0.2	-3	-0.4	4	8	7	-1.3
CC(=O)NCCCNC(=S)NCCCN(Cc1ccc(Cl)cc1)c1ccc(Br)cn1	1	-0.3	4.8	-4	/	8	-2	-8	-8.8
CCN(CC)c1ccc(NC(=O)CCc2nnc3ccc(N4CCCC4)nn23)c(C)c1	12	-0.8	-1.7	-7	1.6	4	-3	-7	0.8
CC(C)C[C@@H]1COc2cccc(N3CCC[C@H]3CO)c2S(=O)(=O)N1	/	0.2	/	4	/	15	/	-4	/
O=C1N=C2SCCN2/C1=C\c1c(Cl)cccc1Cl	5	0.3	0.9	-5	2.5	1	-1	6	-3.4
CN1CCN(C(=O)O[C@H]2c3nccnc3C(=O)N2c2ccc(Cl)cn2)CC1	13	-0.8	-1.6	-6	-2.7	-8	4	-5	-1.3
S=C(Nc1ccc(Cl)cc1)c1nc2ccccc2[nH]1	19	-0.2	-0.2	-4	0.0	-7	7	-5	-5.2
S=c1[nH]ncn1/N=C/c1ccc(Br)cc1	14	-0.7	/	-5	-0.7	2	3	-6	0.9
COc1cc(OC)cc(C(=O)NCC(=O)OCC(=O)/C=C2/N(C)c3ccccc3C2(C)C)c1	8	1.3	/	2	-0.7	-5	4	5	-9.8
Cc1ccc(-n2nc(-c3cccs3)cc2C(=O)NCC2CCCO2)c(C)c1 (stereo not drawn)	2	2.8	1.3	-7	6.9	11	4	-6	-2.4
Cn1nccc1C(=O)OCC(=O)Nc1nc(-c2ccccc2)cs1	7	?	-1.0	1	-0.7	0	-3	7	0.8
COc1ccc(NC(=O)CSc2nncn2C)cc1	2	2.0	0.3	-13	3.3	2	2	6	-1.7

The list goes on:
SMILES	GDH-TPI counter	BoNT A protease	Mtb BioA inh	BoNT F protease	Mtb UGM inh	CCHFV vOTU inh	Mtb FBA inh	PrPC TRFRET	FadD28 FP inh
COCC(C)NC(=O)c1cc2cc(OC)ccc2[nH]1 (stereo not drawn)	4	1.8	/	-8	-1.1	-31	46*	7	-1.5
N#C/C(=C\c1ccc(F)cc1F)S(=O)(=O)c1ccccn1	1	?	/	?	3.7	-8	-1	5	-0.4
CN(C)c1nc(OCC(=O)NC(C)(C)C)nc(N(C)C)n1	-1	-0.8	-0.2	?	1.0	4	1	-4	-1.8
Cc1ccc(C(C)C)c(OCCNC(=S)Nc2cccc3ccccc23)c1	-4	-2.0	-1.2	-13	1.3	-1	-2	11	-14
CCCOc1cccc(C2C(C(=O)c3ccco3)=C(O)C(=O)N2c2nnc(C)s2)c1 (stereo not drawn)	8	0.0	-3.6	6	2.5	17	8	-5	-0.3
CC(=O)c1cccc(OCC(O)CNCCc2ccc(Cl)cc2)c1 (stereo not drawn)	-4	-5.4	0.8	-10	3.4	-6	1	-6	-2.8
CCNC(=O)C1CCCN(C(=O)Cc2cccs2)CC1 (stereo not drawn)	7	-0.1	0.0	-10	/	0	2	-1	-0.9
COc1cc(OC)cc(C(=O)Nc2ccc(S(=O)(=O)N(C)C)cc2)c1	-5	0.6	/	-2	-0.6	-7	-1	-4	-7.2
Cc1ccc(S(=O)(=O)N(CC(O)CN2C(=O)NC(C)(C)C2=O)c2cccc([N+](=O)[O-])c2)cc1 (stereo not drawn)	0	-0.7	0.8	-6	5.5	11	3	-17	-0.9
COc1ccc(Oc2ncnc3c2oc2ccc(Br)cc23)cc1	4	0.4	-0.7	-8	-1.3	-8	4	-8	-0.6

Entries above that have fluorine (9):
SMILES	GDH-TPI counter	BoNT A protease	Mtb BioA inh	BoNT F protease	Mtb UGM inh	CCHFV vOTU inh	Mtb FBA inh	PrPC TRFRET	FadD28 FP inh
COc1cccc(C2CC(C(F)(F)F)n3nc(C(=O)NCc4cccnc4)cc3N2)c1 (stereo not drawn)	8	-0.3	/	1	-0.6	17	1	4	0.1
CC(C)(C)SCCNC(=O)CN(c1ccc(F)cc1)S(=O)(=O)c1ccccc1	4	-0.2	2.2	2	0.8	14	5	13	-3.8
CCNC(=O)CC1C(=O)N(c2ccc(F)cc2)C(=O)N1Cc1ccc(OC)cc1 (stereo not drawn)	10	0.7	-0.8	0	-1.4	-14	0	-4	-0.8
CCCNC(=O)N1CCC(C(=O)c2ccc(F)cc2)CC1	3	-0.5	-1.2	-4	-0.3	-20	1	-4	1.3
CC(=O)C1=C(O)C(=O)N(c2nccs2)C1c1ccccc1F (stereo not drawn)	16	1.4	/	11	2.1	1	5	-5	-0.7
CN(C)C(=O)c1cc(C(=O)c2ccccc2F)c[nH]1	-3	-2.4	-1.6	-13	-0.5	9	1	5	-0.7
COC(=O)C1=C(C)N(CC2CC2)C(=NCc2cccc(C(F)(F)F)c2)N[C@H]1c1ccccc1	3	1.6	-1.1	-16	-0.7	/	1	/	-10
COc1ccc(NC(=O)CN(C)CC(=O)Nc2cccc(F)c2)cc1Cl	5	-0.1	/	4	-1.0	1	2	4	-3.3
N#C/C(=C\c1ccc(F)cc1F)S(=O)(=O)c1ccccn1	1	?	/	?	3.7	-8	-1	5	-0.4

Other structures
SMILES	GDH-TPI counter	BoNT A protease	Mtb BioA inh	BoNT F protease	Mtb UGM inh	CCHFV vOTU inh	Mtb FBA inh	PrPC TRFRET	FadD28 FP inh
CCOCc1c(C(=O)Nc2ccc(OC)nc2)oc2ccccc12	-10	-2.5	11	-10	-0.3	6	-1	-4	-5.1
CCc1cc2c(cc3c(=O)n(CC(=O)NCCCN4CC(C)CC(C)C4)ncn32)s1 (stereo not drawn)	-5	-0.1	-2.0	-12	/	6	0	-9	-0.4
CNC[C@@H]1OCc2ccccc2-c2ccccc2C(=O)N([C@H](C)CO)C[C@@H]1C	5	-0.4	0.3	-2	/	20	1	3	2.1
CCOc1ccc(NC(=S)N2CCC(NC(=O)c3ccccc3)CC2)cc1	-2	-0.7	-1.0	-3	0.0	11	-1	-8	-1.8
CC(C)(C)OC(=O)N1CCN(C(=O)Cn2cc(CCO)nn2)CC1	8	0.2	-1.5	11	-1.2	-4	2	3	0.6
CCOC(=O)c1c(C)oc2c1c(CN1CCN(CCO)CC1)c(O)c1ccccc12	4	-0.2	/	3	/	-8	3	-2	-2.1
